# Screening results from PubChem BioAssay.
# HT1080 IDH1KD tx = HT-1080 IDH1 knockdown cell toxicity (counter line); AID 686971; HT-1080 IDH1 knockdown viability, ATP luminescence, 48 h; actives 2% (n = 360,000); Potency, µM (top dose mostly 46.1 µM), without a hit: at the highest dose activity, negative = toxicity, hits mostly cytotoxic;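 note: 0% = DMSO wells and -100% = cell-free medium wells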
#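 Viability of IDH1-knockdown HT-1080 fibrosarcoma cells was assessed by CellTiter-Glo after 48 h at 37 °C with titrated compound; concentration-effect curves were classified by fit quality and response size.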
# GLP1R cytotox = cytotoxicity counter-screen for GLP-1 receptor inverse agonists | actives 0.13% (n = 410,000) | HEK293 cAMP-luciferase reporter cells, luminescence, 24 h | Potency, µM (titrated, usually from 38.3 µM), inactives show top-dose activity change, negative = inhibition, usual class: inhibitors | AID 624418;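 note: loss of luciferase light is scored as toxicity; % is set by controls: 0 for no effect and ±100 for the full control effect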
#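 Quantitative HTS format, 1536 wells, 200 cells/uL seeded. Compounds: 23 nL, 24 h, 37 °C. Detection: luciferase reagent, luminescence at 12 min RT; decreased signal taken as cytotoxic.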
# KB-V1 MDR tox = KB-V1 MDR subline cytotoxicity; KB-V1 MDR cells viability, CellTiter-Glo, 72 h; Potency, µM (titrated, usually from 46.1 µM), for inactives: at the top dose activity change, negative = cytotoxicity, usual class: cytotoxic; actives 3.4% (n = 400,000); AID 1347076; note: % is set by controls: 0 for no effect and ±100 for the full control effect; nearly all actives have a fitted effect of over 60% in size
#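 Following 72 h at 37 degrees C with compound, KB-V1 cell viability was read by CellTiter-Glo luminescence, medium being phenol-red-free DMEM plus 10% FBS; concentration-response parameters came from normalized, curve-fitted qHTS data.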
# KB-3-1 cytotox = KB-3-1 parental cell cytotoxicity; KB-3-1 viability, CellTiter-Glo ATP luminescence, 72 h; AID 1347075; actives 1.4% (n = 400,000); Potency, µM (doses to about 46.1 µM), for inactives: at the highest dose activity change, negative = cytotoxic, actives largely listed as cytotoxic; note: % is set by controls: 0 for no effect and ±100 for the full control effect; nearly all actives have a fitted effect of over 60% in size
#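 Screening of KB-3-1 cells (DMEM, 10% FBS, phenol-red free) ran from lowest to highest compound concentration; after 72 h at 37 °C viability was read luminescently and curves fitted.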
# GLP-1R agonist = activates the human GLP-1 receptor. Potency, µM (titrated, usually from 45.6 µM), inactives show at the top dose activation, usual class: activators. actives 0.007% (n = 380,000). P43220. HEK293 GLP-1R CRE-luciferase, luminescence, 4-6 h; cells express a hypersensitive GLP-1R form. AID 624172; note: % of control where 0% means no effect
# Target sequence (P43220 whole entry, looked up): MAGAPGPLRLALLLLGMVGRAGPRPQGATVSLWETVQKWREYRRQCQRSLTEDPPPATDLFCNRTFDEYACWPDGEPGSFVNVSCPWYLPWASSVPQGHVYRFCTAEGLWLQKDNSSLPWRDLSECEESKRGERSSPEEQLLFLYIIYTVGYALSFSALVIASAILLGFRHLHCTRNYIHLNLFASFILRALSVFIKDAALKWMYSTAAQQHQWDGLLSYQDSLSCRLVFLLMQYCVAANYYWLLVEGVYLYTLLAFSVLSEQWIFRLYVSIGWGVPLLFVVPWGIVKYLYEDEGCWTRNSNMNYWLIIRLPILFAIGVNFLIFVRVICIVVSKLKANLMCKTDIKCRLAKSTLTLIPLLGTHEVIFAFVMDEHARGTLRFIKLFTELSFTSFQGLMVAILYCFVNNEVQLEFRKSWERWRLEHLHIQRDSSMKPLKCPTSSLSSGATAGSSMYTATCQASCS
# GLP-1R inv ag = acts as inverse agonist at human GLP-1 receptor | P43220 | HEK293 GLP-1R CRE-luciferase, luminescence, 24 h; GLP-1R form is constitutively active | Potency, µM (top dose mostly 38.3 µM), without a hit: at the highest dose activity change, negative = inhibition, usual class: inhibitors | actives 1.6% (n = 410,000) | AID 624417; note: % is set by controls: 0 for no effect and ±100 for the full control effect; nearly all actives have a fitted effect of over 55% in size
#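 Cells are plated, allowed 12 hours at 37 deg C, then treated with compounds for 24 hr before luciferase detection reagent is added and luminescence is read after 12 min at room temperature. The HEK293 line carries constitutively active GLP-1R with a cAMP-responsive reporter.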
# HT1080-NT tox = kills 2HG-producing HT-1080-NT fibrosarcoma cells; HT-1080-NT fibrosarcoma viability, CellTiter-Glo ATP luminescence, 48 h; Potency, µM (series often up to 46.1 µM), for the others: at the highest dose activity, negative = less viability, actives largely listed as cytotoxic; actives 1.6% (n = 360,000); AID 686970;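 note: NT is the 2HG producing partner of a matched IDH1 knockdown line; 0% = DMSO-treated cells and -100% = media-only wells without cells; nearly all actives have a fitted effect of over 55% in size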
#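 Luminescent CellTiter-Glo readout after 48 hours of compound exposure at 37 degrees C defined viability of HT-1080-NT cells. Activity was normalized to DMSO wells and cell-free media wells; concentration-response curves were fitted and assigned curve classes.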
# TDP-43 yeast inh = TDP-43 toxicity inhibition in yeast. actives 1.8% (n = 410,000). Potency, µM (doses to about 46.1 µM), without a hit: at the top dose growth rescue (activation), actives largely listed as activators. TDP-43 expressing yeast growth rescue, BacTiter-Glo, 24 h; note: % of control where 0% means no effect; nearly all actives have a fitted effect of over 50% in size
#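 Growth rescue of TDP-43-toxic yeast measured as ATP luminescence (BacTiter-Glo). Cells grown to mid-log in raffinose, induced in galactose at OD600=0.02, exposed to compound 24 hr at 30 deg C.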
# SW480 rerep = DNA re-replication induction in SW480 cells; actives 1.8% (n = 340,000); SW480 DNA re-replication, Hoechst DNA content imaging, 48 h; Potency, µM (highest dose often 46.1 µM), for inactives: at the top dose re-replication activation, hits mostly activators; note: % of control where 0% means no effect; nearly all actives have a fitted effect of over 55% in size
#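 SW480 cells exposed to compounds for 48 hr at 37 C, 5% CO2, then Hoechst-stained 40 min. Nuclear DNA content imaged by fluorescence scanning (405 nm excitation, 500-530 nm emission); re-replication scored as increased high-intensity nuclei.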
# * marks the source's active call; other numbers are inactive results; ? = inconclusive; / = no result given; & = joins results of further samples; [ ] = remark or other dose. Calls come from the whole dose curve; as a rule, active = well fitted curve in the direction sought with a large enough effect; inconclusive = small, poorly fitted or top-dose-only effect, or another doubt; inactive = no such curve, though single readings can be large; an effect the other way counts as inactive or inconclusive. Potency is the fitted concentration of half-maximal effect.
no.	molecule	HT1080 IDH1KD tx	GLP1R cytotox	KB-V1 MDR tox	KB-3-1 cytotox	GLP-1R agonist
1	Cc1ccc(OCC(=O)NCc2ccc3c(c2)OCO3)c([N+](=O)[O-])n1	-6%	-6%	0%	-11%	9%
2	O=C(O)CCCCc1nc2ccccc2s1	-4%	23%	-1%	4%	2%
3	Cc1nc2nc(C)c(CCC(=O)NCc3ccccc3)c(C)n2n1	/	-9%	-13%	12%	0%
4	CCC(C)NC(=O)c1cnn2c(C)c3c(nc12)CCCC3 (configuration not stated)	?	-7%	?	-2%	31%
5	OC(c1ccc(OCc2ccccc2)cc1)c1nnc(-c2ccccc2)o1 (configuration not stated)	-27%	-16%	-13%	-5%	-8%
6	C/C(CC(=O)Nc1ccc2c(c1)OCCO2)=N\NC(=O)c1cccc(O)c1	-1%	13%	19%	13%	13%
7	O=C(NC1CCCCCCC1)c1ccc2c(c1)OCO2	-3%	-17%	-5%	-3%	-6%
8	CC(C)n1cc(/C=N/Nc2ccc(C(=O)O)cc2)c2ccccc21	-17%	3%	5%	0%	-5%
9	CCOc1ccccc1CN1CCN(S(C)(=O)=O)CC1	4%	4%	?	0%	5%
10	O=C1CCC(=O)N1CCC(c1ccc(F)cc1)c1ccco1 (configuration not stated)	-10%	3%	9%	6%	-6%
11	Cn1c(SCCN2CCCC2)nnc1C1CCN(S(=O)(=O)c2ccc(F)cc2)CC1	8%	-2%	0%	-5%	0%
12	COc1ccc(CCNC(=O)CN2C(=O)COc3ccc(S(=O)(=O)N4CCCC4)cc32)cc1OC	16%	-10%&-10%	0%&-7%	8%&1%	-1%&15%
13	Cc1c(Cl)cccc1N1C(=O)CC(Sc2ccccc2N)C1=O (configuration not stated)	-6%	1%	?	-30%	10%
14	Cc1cc(NC(=O)CCOc2ccccc2)no1	9%	-13%	16%	-4%	-10%
15	CC(OC(=O)c1cc(S(=O)(=O)N2CCOCC2)ccc1F)C(=O)NCc1ccc2c(c1)OCO2 (configuration not stated)	8%	7%	?	10%	0%

no.	GLP-1R inv ag	HT1080-NT tox	TDP-43 yeast inh	SW480 rerep
1	50%[activator]	-9%	4%	-5%
2	4%	5%	?	0%
3	7%	/	1%	/
4	35%[activator]	?	-23%	-3%
5	-20%	-28%	8%	-5%
6	-9%	-6%	3%	-2%
7	?	-18%	?	-3%
8	-48%	-10%	-18%	18%
9	-16%	0%	-7%	?
10	1%	8%	-6%	1%
11	?	7%	20%	-2%
12	16%&-3%	20%	0%&10%	29%
13	10%	-4%	12%	/
14	9%	9%	5%	-7%
15	-8%	4%	13%	-3%

# Entries of single compounds, quoted from the list.
# `Cn1c(SCCN2CCCC2)nnc1C1CCN(S(=O)(=O)c2ccc(F)cc2)CC1` in the list: HT1080 IDH1KD tx = 8%; GLP1R cytotox = -2%; KB-V1 MDR tox = 0%; KB-3-1 cytotox = -5%; GLP-1R agonist = 0%; GLP-1R inv ag = ?; HT1080-NT tox = 7%; TDP-43 yeast inh = 20%; SW480 rerep = -2%
# `Cc1c(Cl)cccc1N1C(=O)CC(Sc2ccccc2N)C1=O` (configuration not stated) in the list: HT1080 IDH1KD tx = -6%; GLP1R cytotox = 1%; KB-V1 MDR tox = ?; KB-3-1 cytotox = -30%; GLP-1R agonist = 10%; GLP-1R inv ag = 10%; HT1080-NT tox = -4%; TDP-43 yeast inh = 12%; SW480 rerep = /
# `CCC(C)NC(=O)c1cnn2c(C)c3c(nc12)CCCC3` (configuration not stated) in the list: HT1080 IDH1KD tx = ?; GLP1R cytotox = -7%; KB-V1 MDR tox = ?; KB-3-1 cytotox = -2%; GLP-1R agonist = 31%; GLP-1R inv ag = 35%[activator]; HT1080-NT tox = ?; TDP-43 yeast inh = -23%; SW480 rerep = -3%

# Continued:
no.	molecule	HT1080 IDH1KD tx	GLP1R cytotox	KB-V1 MDR tox	KB-3-1 cytotox	GLP-1R agonist
16	CC(C)(C)c1nc[nH]c(=O)c1Br	7%	13%[1.53 µM]	-1%	-6%	-18%
17	CCc1c(C)nc2ncnn2c1NC1CCCc2ccccc21 (configuration not stated)	-15%	14%[0.307 µM]	?	-2%	1%
18	CCCCCn1c(=O)[nH]c2cc(C(=O)NCCN(C)CCCC)ccc2c1=O	/	-1%	-3%	-6%	-1%
19	CCOc1ccc(/C=C2/Sc3ccc(C(=O)N4CCOCC4)cc3N(C)C2=O)cc1OC	?	1%	?	-27%	12%
20	O=C(NC1CCCc2c1cnn2-c1ccccc1F)c1ccccn1 (configuration not stated)	-2%	-12%	?	-26%	4%
21	CCCCc1ccc(NC(=S)N2CCN(C(=O)c3ccco3)CC2)cc1	-3%	-4%	/	/	-2%
22	Cc1noc(C)c1S(=O)(=O)NC(=O)C1(C)CCN1C(=O)CC(c1ccccc1)c1ccccc1 (configuration not stated)	19%	-3%	1%	9%	-8%
23	COc1ccc(-c2nnco2)cc1OC	5%	-4%	1%	2%	-2%
24	CCOc1cccc(/C=C/c2ccc3ccccc3n2)c1OC(C)=O	?	-11%	-15%	5%	-1%
25	Cc1nc2ccc(NS(=O)(=O)c3c(C)c(C)cc(C)c3C)cc2s1	23µM*	?	?	?	6%
26	COc1cccc(C(=O)O/N=C/c2ccc(Sc3ccc(C)cc3)nc2)c1	0%	6%	?	-1%	-13%
27	OC[C@@H]1CN(Cc2cccs2)C[C@H](n2cnc3c(N4CCN(c5ccccc5)CC4)ncnc32)O1	?	-1%	1%	0%	3%
28	O=[N+]([O-])c1ccc(Sc2cccc3cccnc23)c2cccnc12	4%	5%	?	?	-2%
29	Cn1cc(-c2coc3c(C(=O)NCc4ccco4)cccc23)cn1	-1%	-11%	-7%	?	19%
30	O=C(Nc1ccccc1)OCC1CCCO1 (configuration not stated)	1%	-8%	9%	8%	15%

no.	GLP-1R inv ag	HT1080-NT tox	TDP-43 yeast inh	SW480 rerep
16	6%	13%	11%	-1%
17	-1%[0.307 µM]	-19%	22%	-3%
18	-9%	/	21%	/
19	125%[activator]	-16%	15%	?
20	?	-17%	5%	0%
21	?	-4%	16%	-10%
22	-5%	16%	22%	/
23	0%	-8%	-17%	2%
24	10µM*	-30%	-10%	?
25	?	?	?	?
26	11%	-3%	5%	-8%
27	-27%	-16%	13%	/
28	4%	0%	6%	?
29	18%	?	30%	/
30	4%	-2%	3%	7%

# Of the compounds above, 3 contain a furan ring, fused or not.
no.	molecule	HT1080 IDH1KD tx	GLP1R cytotox	KB-V1 MDR tox	KB-3-1 cytotox	GLP-1R agonist
10	O=C1CCC(=O)N1CCC(c1ccc(F)cc1)c1ccco1 (configuration not stated)	-10%	3%	9%	6%	-6%
21	CCCCc1ccc(NC(=S)N2CCN(C(=O)c3ccco3)CC2)cc1	-3%	-4%	/	/	-2%
29	Cn1cc(-c2coc3c(C(=O)NCc4ccco4)cccc23)cn1	-1%	-11%	-7%	?	19%

no.	GLP-1R inv ag	HT1080-NT tox	TDP-43 yeast inh	SW480 rerep
10	1%	8%	-6%	1%
21	?	-4%	16%	-10%
29	18%	?	30%	/

# Continuation.
no.	molecule	HT1080 IDH1KD tx	GLP1R cytotox	KB-V1 MDR tox	KB-3-1 cytotox	GLP-1R agonist
31	COC(=O)c1ccccc1NC(=O)N1CCN(S(=O)(=O)c2ccc(Cl)cc2)CC1	?	-28%	?	0%	0%
32	Cc1ccc(NC(=S)NC(=O)/C=C/c2ccc(Cl)cc2)cc1	?	-15%	4%	17%	-1%
33	COn1c(-c2ccc(C)cc2)nc2ncccc21	7%	6%	15%	7%	15%
34	O=C(NCc1ccccc1)c1cc(C2COCCN2C(=O)OCCF)on1 (configuration not stated)	9%	4%	-9%	0%	-2%
35	CCOc1ccc(S(=O)(=O)NCc2ccc3c(c2)OCO3)cc1C(=O)O	6%	4%	-9%	-6%	-5%
36	Cc1cc(C)cc(Nc2c3c(nc4ncnn24)CCC3)c1	?	-12%	2.1µM*	-2%	16%
37	CC1CCCCC1n1c(=S)[nH]c2ccccc2c1=O (configuration not stated)	11µM*	?	-9%	-12%	0%
38	COc1ccc(OCCOC(=O)CNS(=O)(=O)c2ccc(SC)c([N+](=O)[O-])c2)cc1	-11%	22%	?	3%	15%
39	COC(=O)c1ccc(C2/C(=C(/O)c3ccc4c(c3)CC(C)O4)C(=O)C(=O)N2CCN2CCOCC2)cc1 (configuration not stated)	-4%	-10%	8%	0%	0%
40	COC(=O)c1ccc(/C=C2\Oc3ccccc3NC2=O)cc1	6%	9%	?	24%	4%
41	COc1ccc(S(=O)(=O)n2ccc(C(C)Oc3ccc(-c4ccccc4)c(F)c3)n2)cc1 (configuration not stated)	?	0%	?	?	4%
42	COc1ccc(C2(O)C(=O)Nc3ccccc32)cc1 (configuration not stated)	2%	-5%	?	20%	2%
43	CC(=O)c1ccc(NC(=O)CN2C(=O)NC3(CCc4ccccc43)C2=O)cc1 (configuration not stated)	0%	-3%	9%	1%	-1%

no.	GLP-1R inv ag	HT1080-NT tox	TDP-43 yeast inh	SW480 rerep
31	?	0%	-5%	9.2µM*
32	7%	?	11%	-2%
33	6%	23%	-14%	-5%
34	11%	22%	-10%	/
35	12%	2%	-6%	-7%
36	-15%	?	?	?
37	-4%	13µM*	?	?
38	17%	0%	9%	0%
39	-9%	7%	-26%	-3%
40	62%[activator]	8%	10%	?
41	8.9µM*	-16%	-3%	2%
42	9%	3%	13%	-2%
43	-16%	-13%	1%	3%

# Along the list, quoted from above.
# Compounds 34–37 in KB-3-1 cytotox, in turn: 0%, -6%, -2%, -12%
# Compounds 34–37 in KB-V1 MDR tox, in turn: -9%, -9%, 2.1µM*, -9%
# Compounds 34–37 in HT1080-NT tox, in turn: 22%, 2%, ?, 13µM*
